GLS inh: glutaminase GLS (human) inhibition | GLS enzymatic activity, qHTS titration | AID 624170 | hit rate 0.21% among 410,000 | Potency, µM (doses to about 45.5 µM), for inactives: at the highest dose activity change, negative = inhibition, actives largely listed as inhibitors | O94925; also: potency is read from the fitted curve at half-maximal effect; % is scaled to controls: 0 for no effect and ±100 for the full control effect
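hKGA; 45 mM KH2PO4 pH 8.2 + 0.02% Tween-20; cpd via pin tool; 1 mM Gln soln; GluOx/HRP/Amplex Red; RT 30 min; fluor. t0 & final.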
BAZ2B inh: inhibitors of human BAZ2B bromodomain; Potency, µM (top dose mostly 114 µM), for inactives: top-dose activity change, negative = inhibition, hits mostly inhibitors; AlphaScreen BAZ2B-H3K14Ac peptide displacement; Q9UIF8; hit rate 4.4% among 360,000; also: potency is read from the fitted curve at half-maximal effect; % is scaled to controls: 0 for no effect and ±100 for the full control effect; nearly all actives have a fitted effect of over 60% in size
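Multi-concentration screen (max 110 uM) measuring displacement of acetylated histone H3 peptide from BAZ2B by AlphaScreen, using 50 nM protein, 50 nM peptide and 10 ug/mL streptavidin donor plus Ni-chelate acceptor beads.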
Pol eta inh: inhibitors of human DNA polymerase eta | Q9Y253 | recombinant Pol eta, fluorescent DNA replication assay | Potency, µM (series often up to 114 µM), for inactives: at the highest dose activity change, negative = inhibition, hits mostly inhibitors | hit rate 1.2% among 390,000 | AID 588591; also: potency is read from the fitted curve at half-maximal effect; % is scaled to controls: 0 for no effect and ±100 for the full control effect
Target sequence (Q9Y253 whole entry, looked up): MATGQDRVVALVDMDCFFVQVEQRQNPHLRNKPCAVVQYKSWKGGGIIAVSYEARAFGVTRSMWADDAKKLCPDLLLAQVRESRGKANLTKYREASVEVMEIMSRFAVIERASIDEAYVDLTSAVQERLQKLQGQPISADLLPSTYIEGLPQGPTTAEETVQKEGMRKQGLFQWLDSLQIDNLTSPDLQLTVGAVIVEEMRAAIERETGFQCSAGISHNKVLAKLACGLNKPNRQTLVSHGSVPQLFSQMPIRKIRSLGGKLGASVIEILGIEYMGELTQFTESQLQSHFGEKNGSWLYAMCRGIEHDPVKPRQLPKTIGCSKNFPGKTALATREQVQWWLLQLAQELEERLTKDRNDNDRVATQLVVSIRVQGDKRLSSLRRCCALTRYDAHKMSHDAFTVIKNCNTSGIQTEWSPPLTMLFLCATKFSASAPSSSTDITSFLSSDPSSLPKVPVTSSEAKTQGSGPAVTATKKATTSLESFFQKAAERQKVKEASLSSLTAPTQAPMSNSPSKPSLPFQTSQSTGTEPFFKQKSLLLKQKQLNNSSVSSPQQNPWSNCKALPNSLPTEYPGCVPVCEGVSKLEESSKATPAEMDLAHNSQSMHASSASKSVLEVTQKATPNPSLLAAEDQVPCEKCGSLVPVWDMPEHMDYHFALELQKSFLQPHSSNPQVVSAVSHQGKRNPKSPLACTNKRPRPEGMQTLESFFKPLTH
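Fluorescent replication assay: 50 nM final substrate added after a 15 min room-temperature compound preincubation with 10 nM enzyme. Signal taken at 0 min and again at 10 min.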
JMJD2A Tudor inh: blocks the human JMJD2A Tudor domain. O75164. hit rate 4.4% among 390,000. AID 504339. AlphaScreen JMJD2A-Tudor / H3K4me3 peptide binding. Potency, µM (titrated, usually from 114 µM), for inactives: at the highest dose activity change, negative = inhibition, actives largely listed as inhibitors; also: potency is read from the fitted curve at half-maximal effect; % is scaled to controls: 0 for no effect and ±100 for the full control effect; nearly all actives have a fitted effect of over 50% in size
Pin1 inh: blocks the human prolyl isomerase Pin1. Pin1 FP peptide displacement, HiFluor488, 10 min. AID 504891. Potency, µM (doses to about 115 µM), without a hit: top-dose activity, negative = inhibition, usual class: inhibitors. hit rate 0.009% among 390,000. Q13526; active = well fitted inhibition curve with a large enough effect in the polarisation, with a control signal flat, not every such curve was filed as active; inconclusive = small, poorly fitted or top-dose-only effect, or effect the other way, or a change in a side signal; inactive = no such curve, though single readings can be large or run the other way; the % refers to the polarisation; also: potency is read from the fitted curve at half-maximal effect; % is scaled to controls: 0 for no effect and ±100 for the full control effect
PGK inhibitor: blocks T. brucei phosphoglycerate kinase; P07378; Potency, µM (highest dose often 57.5 µM), for the others: at the highest dose activity change, negative = inhibition, actives largely listed as inhibitors; AID 602233; hit rate 0.043% among 380,000; PGK/GAPDH coupled, Kinase-Glo luminescence, 60 min; also: potency is read from the fitted curve at half-maximal effect; % is scaled to controls: 0 for no effect and ±100 for the full control effect; nearly all actives have a fitted effect of over 60% in size
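Luminescent ATP detection (Kinase-Glo Plus) follows a 60-minute room-temperature incubation, with wells lacking PGK as controls. Buffer: 100 mM TEA (pH 7.6), 5 mM MgCl2, 0.01% Tween-20. Coupling enzyme GAPDH (100 nM final) supplies unstable 1,3-BPG in-well.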
PI4K2A inh: PI4K2A (human) kinase inhibition; purified PI4K2A, ADP-Glo luminescence, 1 h; stronger effect = lower value; activity change, negative = inhibition, % at 76.9 µM; AID 1346378; Q9BTU6; hit rate 0.13% among 420,000; in the data active = activity change below about -50%; inconclusive = mostly about -30% to -49%;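 also: -100% = wells without enzyme as full effect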
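Compounds are screened against recombinant PI4K2A using PI as substrate and ATP, the latter dispensed at 300 microM. Reactions run one hour at ambient temperature before ADP-Glo detection; full inhibition defined by wells lacking enzyme.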
HP1b chromo inh: HP1-beta chromodomain-methylated histone interaction inhibition; P83916; Potency, µM (doses to about 114 µM), for the others: top-dose activity change, negative = inhibition, hits mostly inhibitors; AID 540317; hit rate 0.56% among 390,000; AlphaScreen HP1-beta / biotin-H3K9me3 peptide binding; also: potency is read from the fitted curve at half-maximal effect; nearly all actives have a fitted effect of over 70% in size; inactives centre near 23
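AlphaScreen: HP1-beta (50 nM) preformed 30 min with biotin-H3(1-18)K9me3 peptide (50 nM) in PBS pH 7.4, 0.01% Tween-20. Compound added for 30 min at RT, then streptavidin donor/nickel chelate acceptor beads (10 ug/mL) for 30 min.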
G9a inh: G9a (human) methyltransferase inhibition; G9a H3K9 monomethylation, AlphaScreen, 2 h; Potency, µM (top dose mostly 102 µM), inactives show at the highest dose activity, negative = inhibition, most hits filed as inhibitors; hit rate 8.8% among 350,000; AID 504332; also: potency is read from the fitted curve at half-maximal effect; % is scaled to controls: 0 for no effect and ±100 for the full control effect; nearly all actives have a fitted effect of over 75% in size
Target sequence (Q96KQ7 913-1193 limits assumed): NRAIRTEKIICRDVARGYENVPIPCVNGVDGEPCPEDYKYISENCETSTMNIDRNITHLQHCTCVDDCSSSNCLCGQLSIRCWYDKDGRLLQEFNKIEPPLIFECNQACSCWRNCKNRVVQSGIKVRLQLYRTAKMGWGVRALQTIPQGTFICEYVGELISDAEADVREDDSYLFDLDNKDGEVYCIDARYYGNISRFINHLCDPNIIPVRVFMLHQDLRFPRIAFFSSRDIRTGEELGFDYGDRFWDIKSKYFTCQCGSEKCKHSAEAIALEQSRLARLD
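Signal arises when biotinylated H3K9 peptide, once monomethylated, bridges streptavidin donor and antibody-captured acceptor beads. Enzyme at 20 nM was preincubated 15 min with test compounds; peptide 500 nM and SAM 20 uM then reacted for 2 h.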
Numbers without * were called inactive; i = inactive; ? = inconclusive; / = not tested or not shown; [ ] = dose if it differs, or a comment. Unless noted, calls follow the shape of the dose curve; as a rule, active = well fitted curve in the direction sought with a large enough effect; inconclusive = small, poorly fitted or top-dose-only effect, or another doubt; inactive = no such curve, though single readings can be large; an effect the other way counts as inactive or inconclusive.

item	SMILES	GLS inh	BAZ2B inh	Pol eta inh	JMJD2A Tudor inh	Pin1 inh	PGK inhibitor	PI4K2A inh	HP1b chromo inh	G9a inh
1	Cc1cc(OCc2cc(C(=O)NCC3(C)COC3)no2)cc(C)c1Cl	0.8%	-1.5%	-7.5%	-20.6%	1.5%	-10.4%	-5.0	6.1%	39.4%
2	C=C(C)Cn1c(C2CC(=O)N(c3ccccc3F)C2)nc2ccccc21 (centres undefined)	0.2%	0.4%	-18.9%	-22.4%	3.3%	-6.0%	1.5	30.8%	14.3%
3	O=C(COC(=O)c1cc(-c2ccccc2)nc2ccccc12)Nc1ccc2c(c1)OCO2	2.4%	-4.7%	8.8%	-14.1%	4.9%	7.1%	-0.8	53.1%[activator]	-1.0%[59 µM]
4	CC(C)C(=O)N1N=C(c2ccc(NS(C)(=O)=O)cc2)CC1c1cccs1 (centres undefined)	2.0%	-0.9%	-3.5%	-1.0%	11.5%	-3.3%	1.8	11.3%	27.6%[59 µM]
5	CCCCC(=O)Nc1ccc(C)c(S(=O)(=O)N2CCCCCC2)c1	6.3%	2.0%	-15.1%	5.6%	3.1%	-1.7%	-2.6	47.5%[activator]	?
6	CCOC(=O)c1cnn(CCOC(=O)c2cccs2)c1NC(=O)c1cccs1	0.0%	-0.9%	-9.2%	-20.1%	1.7%	-5.5%	-2.2	23.5%	9.3%
7	CCOc1ccc(Br)cc1CNCc1cccnc1	1.9%	-24.7%	-11.6%	-8.3%	3.5%	-9.5%	1.6	30.6%	?
8	CCOc1ccc(NC(=O)Nc2cc(-c3ccccc3)sc2C(=O)OC)cc1	5.6%	1.5%	-11.8%	-21.2%	3.2%	-4.2%	1.7	14.8%	-0.5%[59 µM]
9	Cc1ccc2c(c1C)NC(C(=O)O)C1CC=CC21 (centres undefined)	?	7.08µM*	3.55µM*	7.94µM*	7.57µM*	?	-18.0	11.2µM*	8.91µM*
10	COc1ccc(C(C)=O)cc1CSc1nc2nc(C)cc(C)n2n1	-13.0%	-19.1%	-11.6%	0.0%	2.4%	-6.5%	-0.3	31.1%	-23.0%
11	CCc1cc(C(=O)OCC(=O)NCCc2ccccc2)sc1C	2.0%	/	-4.8%	/	/	4.1%	1.3	/	/
12	CCOC(=O)C1CCCN(C(=O)CC(c2ccccc2)c2ccccc2)C1 (centres undefined)	2.9%	6.5%	-0.8%	-7.7%	0.5%	-0.3%	8.8	12.4%	10.4%[59 µM]
13	CC(C)C(=O)N[C@@H]1c2ccccc2CC[C@@H]1O	2.2%	/	-14.6%	-5.5%	3.0%	-14.9%	-5.1	26.0%	/
14	COc1ccc(-c2nc(C#N)c(NCCCN3CCOCC3)o2)cc1	3.6%	-33.1%	-11.5%	-20.7%	5.9%	-1.4%	-2.9	7.3%	-45.4%[59 µM]
15	O=C(NCc1ccco1)c1ccc(Cl)c(S(=O)(=O)N2CCCC2)c1	-11.3%	-35.1%	?	?	-4.1%	-9.9%	-2.8	9.6%	-4.8%[2.33 µM]
16	CCOc1ccc(C(=O)Nc2cc(S(=O)(=O)Nc3ccccc3Cl)ccc2N2CCOCC2)cc1	10.9%	5.6%	-18.1%	-25.0%	3.4%	1.8%	-1.5	12.5%	9.2%[59 µM]
17	Cc1ccc(NC(=O)C2CCCN(S(=O)(=O)c3cccnc3)C2)c(C)c1 (centres undefined)	-6.2%	0.8%	-16.3%	-9.7%	-5.5%	1.2%	3.7	21.2%	-1.2%
18	Cc1cc(/C=N/NC(=O)c2ccncc2)c(C)n1-c1ccccc1	-14.6%	?	-4.9%	-26.8%	-0.7%	0.2%	-2.1	2.4%	?
19	CCOc1cc(C(=S)N2CCCCC2)ccc1OCC(=O)NCc1ccccc1	-4.9%	-5.1%	-15.5%	-24.7%	-10.1%	-1.3%	7.8	-33.8%	8.1%[12.7 µM]
20	COc1ccccc1CNCC(=O)N1CC(=O)Nc2ccccc21	8.4%	50.1µM*	-9.1%	20µM*	-8.9%	-2.0%	1.2	-8.3%	10µM*
21	CCN(C(=O)CSc1nnc(C)c(=O)[nH]1)c1cccc2ccccc12	-1.6%	/	-9.7%	3.4%	5.8%	i	-4.6	59.5%[activator]	/
22	C/C(=N/NC(=O)Cc1cccn1C)c1ccccc1	11.2%	-32.6%[57.1 µM]	-7.5%	-20.8%	1.0%	0.6%[11.5 µM]	-10.7	9.5%	-36.3%
23	COc1ccc(S(=O)(=O)NCC(=O)NCCc2ccc(OC)c(OC)c2)cc1	0.1%	/	6.2%	-11.1%	-10.3%	-1.5%	-4.9	22.4%	/
24	CC1CCc2nn(CC(=O)Nc3cccc(C(F)(F)F)c3)c(=O)cc2C1 (centres undefined)	-14.9%	3.6%	-0.6%	-5.8%	0.7%	-5.7%	0.1	26.3%[57 µM]	17.0%[59 µM]
25	CC(SC1=NCCS1)C(=O)Nc1nnc(-c2ccc(Br)cc2)s1 (centres undefined)	-4.4%	6.5%	-9.6%	0.7%	2.4%	i	5.7	39.7%[activator]	-8.2%[59 µM]
26	Cn1c(C(=O)N2CCN(C(=O)c3ccco3)CC2)cc2c(=O)n(C)c3ccccc3c21	4.3%	-0.5%	-14.2%	-10.6%	0.5%	-12.3%	11.9	50.3%[activator]	-88.3%
27	COC(=O)c1ccccc1NC(=O)c1cc2nc(-c3ccc(OC)cc3)cc(C(F)(F)F)n2n1	6.7%	5.0%	0.4%	-1.4%	5.2%	5.3%	1.4	31.6%	13.8%[59 µM]
28	CC(=O)Nc1ccc(S(=O)(=O)N2CCC(NC(=O)c3ccccc3)CC2)cc1	2.3%	37.8%[activator]	-14.9%	-8.5%	3.9%	-8.6%	-0.8	32.0%	/
29	CN(C)c1nc(Cl)nc(N(C#N)CCOc2ccccc2)n1	8.0%	16.3%	-4.3%	4.8%	-3.1%	2.3%	17.9	36.9%	4.2%
30	O=C(C1CCCC1)N1CCCC(Nc2ccccc2)C1 (centres undefined)	21.9%	-3.9%	-6.2%	-12.1%	-2.6%	i	-0.3	16.0%	14.0%
31	CCCCC1=CC2=C(c3ccco3)C(=O)C(C)(OC(=O)c3ccc(OC)cc3)C(=O)C2=CN1CC1CC1 (centres undefined)	7.7%	?	-12.2%	?	-19.7%	-7.8%	-7.7	-24.4%	?
32	CCCCN(C(=O)c1cccc(C)c1)c1c(N)n(CCC)c(=O)[nH]c1=O	-11.5%	7.0%	-8.3%	2.7%	-1.0%	-2.4%	3.7	48.1%[activator]	24.5%
33	COc1ccc(CCNC(=O)COC(=O)c2ccc([N+](=O)[O-])o2)cc1	0.8%	2.1%	?	-4.3%	?	-10.5%	-6.1	18.2%	10.0%[2.33 µM]
34	Cc1ccc(CSc2nnc(C)c(=O)[nH]2)cc1	9.8%	/	3.3%	-11.1%	5.3%	/	-1.8	-5.7%	-39.0%
35	CCN(CCCn1c(SCC#N)nc2ccccc2c1=O)c1ccccc1	23.5%	-29.7%	-10.9%	-28.8%	11.4%	12.2%	2.5	9.8%	-45.9%[59 µM]
36	COC(=O)c1ccc(Nc2nc(C)nc3c2nnn3Cc2ccccc2)cc1	-7.5%	-5.1%	-21.9%	-15.1%	0.1%	0.2%	-2.3	31.1%	8.3%

Molecules shown so far that contain bromine (two):
item	SMILES	GLS inh	BAZ2B inh	Pol eta inh	JMJD2A Tudor inh	Pin1 inh	PGK inhibitor	PI4K2A inh	HP1b chromo inh	G9a inh
7	CCOc1ccc(Br)cc1CNCc1cccnc1	1.9%	-24.7%	-11.6%	-8.3%	3.5%	-9.5%	1.6	30.6%	?
25	CC(SC1=NCCS1)C(=O)Nc1nnc(-c2ccc(Br)cc2)s1 (centres undefined)	-4.4%	6.5%	-9.6%	0.7%	2.4%	i	5.7	39.7%[activator]	-8.2%[59 µM]

The list continues:
item	SMILES	GLS inh	BAZ2B inh	Pol eta inh	JMJD2A Tudor inh	Pin1 inh	PGK inhibitor	PI4K2A inh	HP1b chromo inh	G9a inh
37	Nc1ncnc2nc(SCCN3CCCCC3)[nH]c12	30.0%[activator]	-1.1%	-2.7%	-10.4%	-0.7%	3.4%	-5.6	9.7%	-20.6%[12.7 µM]
38	C=C(C)CNC(=S)NNC(=O)c1cc(C)oc1C	22.2%	1.5%	-12.3%	-10.3%	-0.1%	i	-7.1	26.4%	-4.5%[59 µM]
39	Cc1ccc(NC(=O)CN2CCc3ccccc3C2)cc1C	1.4%	-16.8%	-26.3%	-6.0%	3.1%	-7.2%	-0.7	?	/
40	CCC(Cc1ccccc1)NS(=O)(=O)c1ccc2c(c1)NC(=O)CO2 (centres undefined)	2.1%	-2.7%	-24.1%	-26.0%	9.9%	-2.5%	-4.9	-14.9%	47.4%
41	COc1ccc(OCC(=O)Nc2ccccc2C(=O)N2CCOCC2)cc1	1.5%	-18.9%	-21.0%	-9.1%	-1.5%	-0.5%	2.9	28.9%	0.4%[59 µM]

3 structures already listed, sorted by number of heavy atoms, descending:
item	SMILES	GLS inh	BAZ2B inh	Pol eta inh	JMJD2A Tudor inh	Pin1 inh	PGK inhibitor	PI4K2A inh	HP1b chromo inh	G9a inh
40	CCC(Cc1ccccc1)NS(=O)(=O)c1ccc2c(c1)NC(=O)CO2 (centres undefined)	2.1%	-2.7%	-24.1%	-26.0%	9.9%	-2.5%	-4.9	-14.9%	47.4%
37	Nc1ncnc2nc(SCCN3CCCCC3)[nH]c12	30.0%[activator]	-1.1%	-2.7%	-10.4%	-0.7%	3.4%	-5.6	9.7%	-20.6%[12.7 µM]
38	C=C(C)CNC(=S)NNC(=O)c1cc(C)oc1C	22.2%	1.5%	-12.3%	-10.3%	-0.1%	i	-7.1	26.4%	-4.5%[59 µM]

Compound activity as filed in PubChem BioAssay.

Not all compounds are listed (hit frequency here may not be typical).
